# Screens: PubChem BioAssay, several laboratories
# Dyrk1A ADPGlo = rat Dyrk1A kinase inhibitors, primary screen, biochemical, single point, plate reader; ADP-Glo luminescence, NFATc1 peptide; hit rate 0.43% among 310,000; inhibition, % at 12.5 µM; in the data active = inhibition above about 50%;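 also: plate controls were vehicle with enzyme for no effect and no enzyme for full effect; many of its hits are not listed in these tables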
# GSK3 alpha inh = blockers of GSK3A enzyme activity – biochemical, luminescence, cell-free homogeneous, HTS, primary screen. hit rate 0.1% among 320,000. GSK-3 alpha kinase, ADP-Glo luminescence, 60 min. inhibition, % at 10 µM;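 in the data active = inhibition above about 50%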;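 also: GST-tagged GSK-3 alpha with peptide substrate and 25 µM ATP; 0% = DMSO neutral wells and 100% = GW8510 positive control wells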
# Target sequence (P49840 whole entry, looked up): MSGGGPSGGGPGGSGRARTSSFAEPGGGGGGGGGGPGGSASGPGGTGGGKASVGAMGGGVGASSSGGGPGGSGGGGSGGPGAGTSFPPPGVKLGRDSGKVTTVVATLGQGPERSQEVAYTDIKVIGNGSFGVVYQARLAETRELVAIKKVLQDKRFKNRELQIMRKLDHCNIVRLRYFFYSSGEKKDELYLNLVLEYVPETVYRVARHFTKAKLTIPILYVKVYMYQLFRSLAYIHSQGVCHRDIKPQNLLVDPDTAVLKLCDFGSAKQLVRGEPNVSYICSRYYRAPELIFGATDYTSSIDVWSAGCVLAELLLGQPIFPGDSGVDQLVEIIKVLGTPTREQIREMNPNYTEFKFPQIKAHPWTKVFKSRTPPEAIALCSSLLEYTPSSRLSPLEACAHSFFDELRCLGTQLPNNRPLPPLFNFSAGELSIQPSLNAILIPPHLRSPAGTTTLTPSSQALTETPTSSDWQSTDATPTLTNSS
# HSF1 inh = HSF1 inhibitors in luciferase reporter cells, primary screen, cell-based, NIH3T3, luminescence | NIH3T3-HGL HSE-luciferase, MG132-induced, luminescence 8 h; active compounds read low | activity change, negative = inhibition, % at 7.5 µM (by protocol) | hit rate 0.77% among 300,000 | AID 2098, 2009;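 active = more than half of replicate wells show activity change below -50%, luminescence cut by over half; inconclusive = some wells, but at most half, below -50%; inactive = no replicate well below -50%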;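 also: luciferase reports HSF-1 transcriptional activity via heat shock element; 0% = median of DMSO wells and -100% = zero luminescence signal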
# AI-2 QS modul = Vibrio harveyi AI-2 quorum sensing modulators, primary screen, JMH597 strain, luminescence/OD600 ratio. Vibrio harveyi JMH597 AI-2 luminescence/OD600 ratio, 9 h; active compounds read low; strain lacks LuxN and CqsS sensors; 0 = neutral-control median. activity change, % at 7.5 µM. hit rate 0.4% among 300,000. AID 2094, 2009; in the data active = activity change below about -75%, passing the limit was not always enough; inconclusive = no clear call, values can overlap the other calls;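 also: luminescence divided by OD600 gain over 9 h not by final OD600 alone; inactives centre near 13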
# HSF1 activator = HSF-1 activators, primary screen, NIH3T3-HGL cells, MG132 stress, luminescence, single point; activation, % at 9 µM; AID 504408, 2011; hit rate 1.7% among 300,000; NIH3T3-HGL HSF-1 luciferase reporter, 8 h; 100% = twice DMSO control signal;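 active = mean replicate activation of at least 50% with a set share of replicates each reaching 50%; inconclusive = only one of those two conditions met; inactive = mean below 50% and too few replicates reaching it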;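 also: 0% = median of the neutral control wells and 100% = twice that signal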
# GSK3beta inhib = human GSK3beta kinase inhibitors, primary screen, biochemical, cell-free homogeneous, HTS. Glycogen synthase kinase-3 beta (Homo sapiens), P49841. GST-GSK3beta kinase, ADP-Glo luminescence, 60 min; active compounds read low. activity score (negative = inhibition), % at 10 µM. hit rate 0.038% among 300,000;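 active = more than half of replicate wells score below -50%, meaning over 50% inhibition versus plate controls; inconclusive = some replicates but at most half score below -50%; inactive = no replicate scores below -50%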;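 also: 0% = median DMSO wells and -100% = median GW8510 positive control wells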
# Target sequence (P49841 whole entry, looked up): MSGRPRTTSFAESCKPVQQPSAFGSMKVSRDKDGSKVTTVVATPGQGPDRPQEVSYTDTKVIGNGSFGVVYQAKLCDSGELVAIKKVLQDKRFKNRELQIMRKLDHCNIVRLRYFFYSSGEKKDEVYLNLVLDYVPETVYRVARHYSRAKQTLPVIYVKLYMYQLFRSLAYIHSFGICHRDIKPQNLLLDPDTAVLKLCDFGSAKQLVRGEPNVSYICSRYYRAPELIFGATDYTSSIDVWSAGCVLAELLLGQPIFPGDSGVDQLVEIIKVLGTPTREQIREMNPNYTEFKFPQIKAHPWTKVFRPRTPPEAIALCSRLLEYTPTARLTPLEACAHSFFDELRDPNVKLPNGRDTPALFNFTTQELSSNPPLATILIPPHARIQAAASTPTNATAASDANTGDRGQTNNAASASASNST
#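 Test system: GST-tagged human GSK3beta kinase, cell-free; evaluation: activity score scaled between in-plate DMSO and GW8510 controls; measured by: ADP-Glo luminescence; incubation: 60 min reaction, RT; benchmarks: DMSO and 20 µM GW8510; reagent: peptide substrate plus 25 µM ATP (final); medium: Tris/MgCl2 kinase buffer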
# HSP90 inh = HSP90 inhibitors, primary screen, cell lysate, luminescence; inhibition, % at 5.6 µM; hit rate 0.91% among 290,000; Rabbit reticulocyte lysate, luciferase refolding luminescence, 3 h;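 active = inhibition above the screen-wide mean plus 3 SD, computed separately per campaign, cut at about 16% in these data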;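 also: 0% = DMSO wells and 100% = 60 µM geldanamycin wells; inhibitors lower the luminescence because luciferase stays unfolded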
# HDAC3 inhib = HDAC3 deacetylase inhibitors, primary screen, biochemical, fluorescence, cell-free homogeneous. hit rate 0.15% among 320,000. recombinant HDAC3, fluorogenic peptide/trypsin coupled. Histone deacetylase 3 (Homo sapiens), O15379. inhibition, % at 8.3 µM; in the data active = inhibition above about 26%, passing the limit was not always enough; inconclusive = no clear call, values can overlap the other calls
# PolyA inhibitor = polyadenylation inhibitors in yeast reporter cells, primary screen, luminescence, S. cerevisiae | S. cerevisiae SKY197-pL101 polyadenylation reporter, beta-gal luminescence; efflux-impaired pdr1/pdr3 knockout yeast; score 100 = 6 SD above DMSO | calls only at 12 µM | hit rate 0.02% among 300,000 | AID 1875, 2009;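 active = lowest replicate activity score at least 50, where 100 means six control SD above control mean; inconclusive = lowest score under 50 but half or more replicates reach 50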;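 also: yeast exposed to compound for 9 h at 30 °C; higher score means more reporter readthrough which indicates perturbed polyadenylation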
# Platelet DG rel = inhibitors of platelet dense granule secretion, primary screen, cell-based, MLPCN, human platelets; human platelet-rich plasma, SFLLRN dense granule ATP release, luminescence; inhibition, %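 (compounds screened at 7.5 µM in platelet-rich plasma)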; hit rate 0.22% among 300,000; AID 1663, 2009;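 active = mean replicate score, as percent of positive control, at or above 50; inconclusive = mean below 50 but at least one replicate at or above 50; inactive = mean and every replicate below 50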
# Numbers without * were called inactive; i = inactive; ? = inconclusive; / = not tested or not shown.
SMILES,Dyrk1A ADPGlo,GSK3 alpha inh,HSF1 inh,AI-2 QS modul,HSF1 activator,GSK3beta inhib,HSP90 inh,HDAC3 inhib,PolyA inhibitor,Platelet DG rel
COc1ccc([N+](=O)[O-])c(OC)c1C(=O)Nc1ccc(F)cc1F,-5,-3,-8,30,-4,3,3,3,i,12
Cc1c(C(=O)NCC2CCCO2)cccc1[N+](=O)[O-] (centres undefined),-1,-3,-4,7,-16,2,-2,2,i,-9
N=C1C(c2nc3ccccc3c(=O)[nH]2)=C(O)CN1CCO,4,4,-7,23,5,-2,-1,-7,i,1
CN1CCN(S(=O)(=O)c2cccc(C(=O)Oc3ccc(C(C)(C)C)cc3)c2)CC1,15,0,2,18,-19,4,/,2,i,1
CCCCN1C(=O)CC(Sc2ncccc2C(=O)O)C1=O (centres undefined),5,-1,-13,25,-16,-3,2,-3,i,4
O=C(O)CC(CC(=O)Nc1ccc(Oc2ccccc2)cc1)c1ccccc1 (centres undefined),-4,-2,-3,97,-4,0,-1,4,i,-1
Cc1nn(-c2ccc(F)cc2)c(Cl)c1/C=C(\CC(=O)O)c1nc2ccccc2s1,-1,-7,7,26,-10,2,-4,7,i,6
Cc1ccc(NC(=O)c2ccc(NCC3CCCO3)c([N+](=O)[O-])c2)cc1Cl (centres undefined),3,-1,2,10,0,2,0,-10,i,-10
Brc1ccc(OCc2ccccc2)c(CNCC2CCCO2)c1 (centres undefined),0,1,-3,25,2,-2,-2,2,i,7
O=C(CCl)N=c1sccn1Cc1ccccc1Cl,-4,-1,/,19,/,0,1,/,i,-3
COCCn1nnnc1CN(CCc1ccccc1)Cc1cc2cc(OC)ccc2[nH]c1=O,29,2,-4,6,-1,-8,2,1,i,0
COc1cccc(C(=O)Nc2cc(-c3cn4cccnc4n3)ccc2C)c1,3,-3,-2,1,0,-1,0,-128,i,-6
CCOC(=O)c1ccc2c(c1)nc(SCC(=O)c1cc3ccccc3o1)n2CC,-5,-2,1,11,31,0,-1,-4,i,3
CCCc1nc(SCC(=O)Nc2nc3c(s2)CCCC3)c2ccccc2n1,1,-4,2,15,12,-2,19*,9,i,-6
Cc1cc(NC(=O)c2cc(F)c(F)cc2Cl)no1,0,-1,2,34,-12,5,5,?,i,32
CCN(C(=O)c1c(OC)cccc1OC)c1nnc(-c2cccnc2)s1,2,4,-1,5,6,1,0,-4,i,0
O=C(N/N=C\c1c(O)ccc2ccccc12)c1ccc(S(=O)(=O)N2CCCCC2)cc1,-2,-2,-5,24,7,0,0,4,i,-13
Cn1cc(S(=O)(=O)N2CCOCC2)cc1C(=O)Nc1cccc(Cl)c1,2,-2,-3,17,-4,0,-8,-13,/,17
CCCCn1c(CN2CCN(c3ccc(F)cc3)CC2)nc2c1c(=O)n(C)c(=O)n2C,-1,3,-5,13,-2,-1,-2,-2,i,-2
O=C(Cn1cnc(S(=O)(=O)N2CCCCC2)c1)N1CCN(c2ccc([N+](=O)[O-])cc2)CC1,0,-1,-7,21,15,0,-3,1,i,-2
O=C(Nc1cccnc1Oc1ccc(Cl)cc1)c1cccc2ccccc12,/,-4,6,17,22,7,1,-2,i,-4
COc1cc2[nH]c3c(=O)n(CCN(C(C)C)C(C)C)cnc3c2cc1OC,-1,-2,-6,-1,2,1,3,-20,i,/
COc1ccc(-c2nnnn2-c2ccc(F)cc2F)cc1,-3,2,1,5,2,-3,1,-3,i,0
O=S(=O)(c1ccc(-c2ccon2)s1)N1CCN(c2ccccn2)CC1,7,-1,7,9,22,0,4,2,i,4
N#Cc1c(-c2ccccc2Cl)cc(-c2ccccc2)nc1Br,-4,-1,-3,13,15,6,-2,6,i,-46
COc1cc(/C=N/Nc2ccc([N+](=O)[O-])cc2S(=O)(=O)N2CCOCC2)cc(OC)c1OC,-8,0,-1,21,-2,-2,1,-3,i,10
CCOC(=O)C1CCN(C(=O)CCS(=O)(=O)c2ccc3c(c2)n(C)c(=O)c(=O)n3C)CC1,-3,/,-8,3,-4,2,-4,3,i,2
C=CCNC(=O)COC(=O)c1ccc(Cl)c(S(N)(=O)=O)c1,/,0,-2,-1,-17,2,2,-12,i,10
CCN(CC(=O)NC1CCS(=O)(=O)C1)S(=O)(=O)c1cc([N+](=O)[O-])ccc1C (centres undefined),4,-1,-5,16,0,2,/,-3,i,4
COc1ccc(S(=O)(=O)N2CCCCCC2)cc1C(=O)N1CCCC(C(F)(F)F)C1 (centres undefined),2,-4,1,14,2,1,/,-8,i,-1
CC1(C)Cc2c(sc3nc(-c4cccs4)n(N)c(=O)c23)CO1,13,-2,11,11,17,1,0,-5,i,9
O=C(O)c1cc2c(cc1NC(=O)c1c(F)cccc1F)OCCCO2,4,-2,-6,11,18,-2,0,4,i,-9
COc1ccc(OCC(=O)N/N=C/c2ccncc2)cc1,-4,6,-3,-10,-3,-3,4,2,i,2
O=C1CNC(=O)/C1=C\c1ccc(O)cc1,0,-1,-6,18,6,2,5,4,i,1
CNS(=O)(=O)c1cccc(C(=O)NCC(c2cccs2)N(C)C)c1 (centres undefined),5,1,-1,11,-13,2,2,-7,i,-3
COc1cccc(C2=CC(c3ccccc3)n3ncnc3N2)c1 (centres undefined),/,12,-7,35,-2,-1,4,-4,i,-1
CCN(CC)S(=O)(=O)c1cccc(C(=O)NC2=NCCS2)c1,/,-2,-2,12,-2,1,-4,-9,i,7
CC(C)C(NS(=O)(=O)c1cccc2nsnc12)C(=O)N1CCn2c1nc1ccccc12 (centres undefined),19,0,3,16,20,-1,-1,-4,i,12
CCOc1ccccc1N1CCN(C(=O)Nc2cccc(Cl)c2)CC1,3,-1,4,19,-6,3,0,2,i,-2
S=C(NCCN1CCOCC1)Nc1cccc2ccccc12,4,-2,6,20,-9,-1,0,4,i,6
CC(=O)c1cccc(-n2nnnc2SCC(=O)Nc2cc(C)on2)c1,2,-3,-2,34,4,-2,-2,4,i,7
CCCSc1nnc(NC(=O)Nc2ccccc2)s1,-5,2,26,-23,42,-1,-4,-4,i,5
Cc1ccc(S(=O)(=O)N(CC(=O)Nc2ccc(C)c(Cl)c2)C(=O)N2CCN(C)CC2)cc1,9,/,-5,20,22,-4,/,/,i,7
Cn1cnc(NCc2ccccc2)c1[N+](=O)[O-],/,2,-10,-4,6,1,3,4,i,0
CCOc1cc(C(=O)OCC(=O)Nc2ncc(Cl)c(C)c2Cl)ccc1OCC(=O)N1CCOCC1,-1,1,2,9,-13,-2,-1,-1,i,8
Cc1cc(N2CCN(c3ccccc3)CC2)nc(N2CCOCC2)n1,0,-1,0,6,-17,-3,0,11,i,-2
COc1ccc(Cc2nc3ccc(C(=O)N(C)C(C)c4ccon4)cc3o2)cc1 (centres undefined),8,-2,10,15,-13,-4,2,-2,i,4
CC(OC(=O)c1cn(-c2ccccc2)nc1-c1cccnc1)C(N)=O (centres undefined),2,1,5,11,2,0,3,11,i,2
COc1ccc(C(=O)N2CCCN(C)CC2)cc1S(=O)(=O)N1CCCc2ccccc21,-1,1,3,-8,-4,4,-2,4,i,1
O=C(Nc1ccc(Cl)c(Cl)c1)Nc1ccccn1,0,-2,14,6,31,3,1,-5,i,0
CC(=O)c1ccc(NC(=O)COC(=O)c2c3c(nc4ccccc24)/C(=C\c2cccs2)CCC3)cc1,1,0,5,11,3,2,0,1,i,1
COc1ccccc1CNC(=O)C1CCC(CNS(=O)(=O)c2ccc(NC(C)=O)cc2)CC1 (centres undefined),-2,-2,-1,-4,12,-2,1,0,i,3
COc1ccc2[nH]c(C(=O)N3CCNCC3)cc2c1OC,1,/,-5,11,-4,2,2,/,i,-5
O=C(c1cc(-c2ccco2)on1)N1CCCc2ccccc21,-4,-5,-6,19,8,-3,2,-2,i,-3
CC(C)CCNC(=O)C1CCC(CNS(=O)(=O)c2cccc3nsnc23)CC1 (centres undefined),-3,1,13,11,23,3,0,2,i,2
CCOc1ccc(CCNC(=O)CCc2nc3ccccc3[nH]2)cc1OCC,12,-2,-7,-3,-6,0,-3,9,i,-1
CCOc1ccc(S(=O)(=O)NCC2CCCO2)cc1 (centres undefined),-10,5,-5,17,7,-7,2,5,i,-4
Cc1c(C(=O)OCC(=O)N(C)C2CCS(=O)(=O)C2)oc2ccc(Br)cc12 (centres undefined),7,-1,-9,22,-4,-1,4,-3,i,-3
COCCCn1c2nc3ccccc3nc2c2c(=O)n(-c3ccccc3OC)c(C)nc21,/,-2,1,4,6,-1,6,2,i,6
Cc1cc(Cl)ccc1NC(=O)CCC(=O)O,-2,2,1,22,3,2,-4,-3,i,-3
# The list goes on:
SMILES,Dyrk1A ADPGlo,GSK3 alpha inh,HSF1 inh,AI-2 QS modul,HSF1 activator,GSK3beta inhib,HSP90 inh,HDAC3 inhib,PolyA inhibitor,Platelet DG rel
COc1ccccc1Nc1ncnc2ccc(C)cc12,15,0,-12,26,-6,-5,4,1,i,-4
CCOc1ccc(N=Nc2c(C)[nH]n(-c3ccccc3)c2=O)cc1,18,4,-3,3,-15,-5,-2,-5,i,4
COc1ccc(C2NC(=O)c3ccccc3N2)cc1OC (centres undefined),-2,-21,14,24,32,3,4,6,i,1
O=C(NC1CCCCC1)C(c1ccco1)N(C(=O)c1csnn1)c1ccccc1 (centres undefined),-7,-2,-2,13,17,2,-8,1,i,-7
CC(C)(CNC(=O)c1cc2c(s1)CCCC2)N1CCOCC1,9,-1,0,10,22,0,/,0,i,-5
O=C(NCCCN1CCOCC1)c1ccc2c(=O)n(Cc3ccccc3)c(=S)[nH]c2c1,-5,0,-3,/,-5,/,0,6,i,0
Cc1ccc(C(=O)NC2CCN(CC(=O)NCc3cccs3)CC2)cc1,-5,0,1,9,24,0,-1,1,i,-2
O=C(O)c1ccccc1-c1ccccc1C(=O)Nc1ccccc1-c1ccccc1,/,-5,-1,24,15,2,-2,-1,i,-3

# The list is partial, so the mix of outcomes need not match the whole.
